# GLA spleen mod – inhibitors or activators of human alpha-galactosidase in spleen homogenate; P06280; human spleen homogenate, 4MU-alpha-Gal fluorescence, 40 min; Potency, µM (top dose mostly 80 µM), without a hit: top-dose activity change, negative = inhibition, actives largely listed as inhibitors; 240,000 tested, 0.008% active; AID 2107;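 further: potency means the concentration at half of the fitted maximal effect; 0% = enzyme with vehicle and -100% = no enzyme basal signal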
# Target sequence (P06280 32-429 limits assumed): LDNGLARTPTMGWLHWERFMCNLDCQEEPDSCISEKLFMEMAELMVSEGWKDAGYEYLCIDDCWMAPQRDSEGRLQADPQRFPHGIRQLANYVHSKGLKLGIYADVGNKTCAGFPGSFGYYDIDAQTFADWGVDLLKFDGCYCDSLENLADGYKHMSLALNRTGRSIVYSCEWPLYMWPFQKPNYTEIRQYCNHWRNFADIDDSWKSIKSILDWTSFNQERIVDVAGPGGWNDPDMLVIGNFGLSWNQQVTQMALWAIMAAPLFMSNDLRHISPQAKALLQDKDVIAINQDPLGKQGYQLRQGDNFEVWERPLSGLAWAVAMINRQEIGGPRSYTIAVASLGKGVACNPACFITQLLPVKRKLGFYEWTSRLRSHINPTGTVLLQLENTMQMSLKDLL
#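 qHTS titration in buffer at pH 5.0. Alpha-galactosidase activity in spleen homogenate was measured via 4-methylumbelliferone release from 1 mM fluorogenic substrate after 40 min at 37C and a pH 10 stop. AC50 came from Hill fits of control-normalized data.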
# TexasRed fluor – counter-screen for TRb-SRC2 inhibitors: fluorescence interference; TRb/SRC2 Texas Red total fluorescence interference; Potency, µM (top dose mostly 106 µM), for inactives: top-dose fluorescence change, negative = quenching; 280,000 tested, 0.29% active; active means well fitted curve in either direction with a large enough effect; inconclusive means small, poorly fitted or top-dose-only effect; further: potency means the concentration at half of the fitted maximal effect; on the % scale 0 is the no-effect control and ±100 the full control effect
#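 Human TRβ ligand-binding domain (0.6 uM) and Texas Red SRC2 peptide (20 nM) in Tris buffer with 1 uM T3 and 5% DMSO were incubated with pinned compound for 5 hr at ambient temperature. Total fluorescence was computed as S + 2P (555/632 nm).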
# Tau FP inhib – inhibitors of human tau fibril formation; P10636; K18 P301L tau heparin fibrillization, Alexa594 FP, 6 h; Potency, µM (doses to about 57.7 µM), for inactives: at the top dose activity, negative = inhibition, most hits filed as inhibitors; 280,000 tested, 0.39% active; AID 1468; further: potency means the concentration at half of the fitted maximal effect; on the % scale 0 is the no-effect control and ±100 the full control effect; nearly all actives have a fitted effect of over 55% in size
# Target sequence (P10636 561-689 P618L limits assumed): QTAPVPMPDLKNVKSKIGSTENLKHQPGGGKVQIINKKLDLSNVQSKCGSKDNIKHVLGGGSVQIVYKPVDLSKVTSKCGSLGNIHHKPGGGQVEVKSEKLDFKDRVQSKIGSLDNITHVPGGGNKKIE
#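 Human tau K18 […] P301L fragment, 15 uM unlabeled plus 0.24 uM Alexa 594-labeled tau (final), with compound and 20 uM heparin in 100 mM sodium acetate pH 7; 6 hr at 37 C, then Alexa 594 FP read.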
# Epigenetic derep – epigenetic control regulation, reporter derepression. AID 1865. Potency, µM (highest dose often 53.9 µM), for inactives: at the top dose GFP activation, hits mostly activators. murine LDR cells, GFP reporter derepression, 30 h. 280,000 tested, 0.2% active; further: potency means the concentration at half of the fitted maximal effect; % of control where 0% means no effect; nearly all actives have a fitted effect of over 60% in size
#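 GFP-positive cell count by laser-scanning cytometry (objects 20–120 um) after 30 h, 37 C compound exposure of murine LDR cells; reporter is CMV-GFP integrated at a silenced locus, inducible by HDAC or DNMT inhibitors.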
# CBFb RUNX1 block – CBF-beta/RUNX1 interaction disruption. Q01196+Q13951. Potency, µM (titrated, usually from 59.8 µM), inactives show top-dose activity, negative = inhibition, hits mostly inhibitors. 230,000 tested, under 10 active. AlphaScreen CBFb-His/RUNX1-biotin binding, biochemical. AID 1477; further: % of control where 0% means no effect
#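 Room-temperature protein-protein interaction test with 30 nM each of His-tagged CBF-beta and biotinylated RUNX1, 15 min with compound, then 90 min with nickel plus streptavidin beads. Signal read in AlphaScreen mode.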
# NPSR antagonist – blocks cAMP signaling of the human neuropeptide S receptor; Potency, µM (doses to about 38.3 µM), for the others: at the highest dose activity change, negative = inhibition, actives largely listed as inhibitors; 220,000 tested, 1% active; CHO-NPSR cells, cAMP TR-FRET, antagonist mode; further: potency means the concentration at half of the fitted maximal effect; on the % scale 0 is the no-effect control and ±100 the full control effect; nearly all actives have a fitted effect of over 50% in size; many of its hits are not listed in these tables
# Target sequence (Q6W5P4 whole entry, looked up): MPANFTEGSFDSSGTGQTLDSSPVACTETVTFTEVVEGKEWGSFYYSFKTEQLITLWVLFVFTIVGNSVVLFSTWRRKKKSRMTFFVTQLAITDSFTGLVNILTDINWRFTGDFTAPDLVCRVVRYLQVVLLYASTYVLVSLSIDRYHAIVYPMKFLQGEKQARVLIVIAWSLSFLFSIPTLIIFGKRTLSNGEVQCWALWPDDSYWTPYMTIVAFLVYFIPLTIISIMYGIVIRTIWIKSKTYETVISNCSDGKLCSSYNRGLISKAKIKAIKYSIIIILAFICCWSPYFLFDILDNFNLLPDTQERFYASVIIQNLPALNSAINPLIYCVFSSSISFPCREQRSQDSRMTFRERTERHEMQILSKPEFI
# TRb-SRC2 inh – TRbeta-SRC2 interaction inhibition; Potency, µM (top dose mostly 106 µM), inactives show at the top dose activity change, negative = inhibition, most hits filed as inhibitors; P10828; TRbeta-SRC2 peptide binding, fluorescence polarization; receptor liganded with 1 µM T3; 280,000 tested, 0.065% active;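 further: potency means the concentration at half of the fitted maximal effect; plate controls were bound peptide for no effect and peptide without receptor for full effect; nearly all actives have a fitted effect of over 50% in size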
#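 Human TRb ligand-binding domain (0.6 uM) is mixed with 20 nM Texas Red SRC2 peptide and 1 uM T3; after compound addition and 5 hr at ambient temperature, polarization is measured and normalized to unbound and bound controls.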
# Tau fluor counter – counter-screen for tau fibril formation inhibitors | tau K18 P301L Alexa594 fluorescence, heparin fibrillization | 280,000 tested, 0.93% active | Potency, µM (series often up to 57.7 µM), for inactives: at the highest dose activity change, negative = decrease | AID 1463; further: potency means the concentration at half of the fitted maximal effect; on the % scale 0 is the no-effect control and ±100 the full control effect; nearly all actives have a fitted effect of over 55% in size
#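 Human tau K18 P301L (15 uM unlabeled, 0.24 uM Alexa 594-labeled) in 100 mM sodium acetate pH 7 with 20 uM heparin, 6 hr at 37 C. ThT 30 uM added, 1 hr ambient; Alexa 594 FP and total fluorescence read at 555/632 nm.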
# The depositor's hits bear a star; ? = inconclusive; . = no result given; [ ] = remark or other dose. Unless noted, the call rests on the fitted dose curve; in most records, active means well fitted curve in the direction sought with a large enough effect; inconclusive means small, poorly fitted or top-dose-only effect, or another doubt; inactive means no such curve, though single readings can be large; an effect the other way counts as inactive or inconclusive. The list is partial; count on the stated rates, not on these rows.
smiles,GLA spleen mod,TexasRed fluor,Tau FP inhib,Epigenetic derep,CBFb RUNX1 block,NPSR antagonist,TRb-SRC2 inh,Tau fluor counter
Cc1cc(N2CCN(c3ccccc3)CC2)n2c(n1)nc1ccccc12,0%,4%,2%,0.0%,0%,-25%[46.1 µM],7%,-5%
N=C(N)c1ccc(N2CCN(C3CCN(CC(=O)O)CC3)CC2)cc1,-8%,-1%,1%,5.0%,7%,.,4%,-9%
Cc1onc(-c2c(Cl)cccc2Cl)c1C(=O)N1C=CC(C(F)(F)F)=NCC1,3%,0%,-9%,-0.9%,12%,13%[46.1 µM],-5%,-8%
CSc1nsc2nc(=O)c(/C=C3\C=Nc4ccccc43)c(N)n12,2%,-7%,4%,-0.4%,-2%,-41%,-4%,-22%
CCC(C)Sc1nc(C)nc2c1c(=O)n(C)c(=O)n2C (stereo not given),2%,-1%,4%,0.2%,2%,-14%[46.1 µM],-4%,-6%
Fc1ccc(-c2cc3ncc4c(n3n2)-c2cc(Cl)ccc2OC4)cc1,.,3%,?,-1.1%,.,.,-1%,-16%
C/C(CCc1ccco1)=N\NC(=O)CNc1c(Br)cc(Br)cc1Br,1%,0%,-4%,-2.2%,-21%,-4%,-7%,-5%
Cc1[nH]nc(-c2ccc(O)cc2O)c1-c1nc2ccccc2s1,6%,0%,?,1.1%,-5%,28%,-2%,?
O=C(OCc1c(Cl)nc2sccn12)c1cc2c(s1)CCCC2,1%,-1%,-2%,-0.7%,6%,2%[46.1 µM],0%,-2%
O=C(c1sc2ccccc2c1Cl)N1CCN(c2ccccc2F)CC1,-5%,7%,3%,0.0%,15%,-15%[46.1 µM],5%,-9%
Cc1ccnc(Nc2nc3ccccc3s2)n1,-2%,-1%,6%,-2.3%,0%,1%,-7%,-4%
CCN(CC)c1ncnc2c1[nH]c1ccccc12,10%,-1%,7%,6.7%,-1%,-9%[46.1 µM],-5%,-10%
Cc1cc(S(=O)(=O)NCC(C)C)ccc1OCC(=O)NCc1ccco1,6%,-8%,3%,1.2%,0%,-9%,3%,-2%
COc1ccc(NS(=O)(=O)c2ccc3nc(COc4ccc(Cl)c(C)c4)[nH]c3c2)cc1,-7%,1%,?,0.0%,-8%,-8%[46.1 µM],1%,?
Cc1ccc(CC2CC(=O)N(c3ccncc3)C2=O)cc1 (stereo not given),7%,0%,-1%,-0.9%,4%,-2%[46.1 µM],5%,-3%
C=CCn1c(SCc2cc(=O)n3ccsc3n2)nc2scc(C3CC3)c2c1=O,12%,0%,3%,0.0%,-2%,?,-17%,-22%
Cc1[nH]c2ccccc2c1/C=N/Nc1cccc(C(=O)O)c1,9%,0%,-8%,-0.3%,-9%,-6%,0%,?
CCN(CC)S(=O)(=O)c1cc(C)c(C)cc1Br,-2%,-2%,1%,0.0%,7%,-3%[46.1 µM],3%,-6%
CCCCN1C(=O)C2C(C(=O)Nc3cccc(OC)c3)C3C=CC2(O3)C1C(=O)NC1CCCCC1C (stereo not given),4%,-5%,9%,-2.3%,15%,10%[46.1 µM],-3%,-1%
CCOc1cc(/C=N/OC(C)=O)ccc1OCc1ccccc1,-6%,0%[53 µM],5%,0.9%,8%,-14%,-5%[53 µM],-6%
Cc1cc(C)nc(N2CCCC(C(=O)Nc3cc(F)ccc3C)C2)n1 (stereo not given),1%,-1%,-3%,-1.2%,9%,3%[7.67 µM],-3%,-10%
CC(=O)Nc1ccc(NC(=O)CSc2ccc([N+](=O)[O-])cn2)cc1,0%,-1%,7%,-3.1%,3%,27%,-7%,16%
Cn1c(=O)cc(OCC(=O)NCCc2ccc(Cl)cc2)c2ccccc21,-4%,-2%,8%,3.9%,-6%,-12%,-2%,1%
COCCCn1c(-c2ccccc2)nc2ccccc2c1=O,4%,2%,1%,2.0%,-1%,-2%[46.1 µM],-4%,2%
CC(C)(Oc1ccc(-c2ccco2)cc1)C(=O)O,3%,-2%,-4%,0.9%,-2%,-4%[46.1 µM],-10%,0%
CCC(=O)N(c1ccc(C(=O)O)cc1)c1nc(-c2ccc(OC)cc2)c(C)s1,3%,-2%,-4%,-0.2%,-7%,-46%,-2%,-6%
Cn1nc(-c2ccccc2)c(C(=O)Nc2ccc(Cl)cc2)c1Cl,-7%,-2%,-7%,0.8%,-4%,-4%[46.1 µM],-3%,-2%
COC(=O)c1ccc(C(=O)NC(=S)Nc2nc3c(s2)CCCC3)cc1,6%,-15%,3%,0.0%,-3%,-10%[46.1 µM],0%,-26%
O=C(Cc1ccccc1)NNC(=S)Nc1ccc(Cl)cc1,4%,0%,-1%,14%,-6%,-2%,3%,-8%
CCCCC(C(=O)O)C(C)CC(=O)Nc1nccs1 (stereo not given),1%,1%,-8%,3.2%,-1%,53%,1%,-10%
CCOC(=O)c1c(C)nc(-c2ccccc2)nc1NC(=O)C(C)C,9%,0%,-1%,-0.7%,6%,13%[46.1 µM],-9%,0%
CCOC(=O)c1cc(-c2ccccc2)n(CCC(=O)NCCc2ccc(C)cc2)c1C,.,-4%,18%,-1.1%,.,.,-4%,-8%
Cc1ccc([N+](=O)[O-])cc1NC1CC(O)C(CO)O1 (stereo not given),2%,-25%,-4%,0.0%,1%,19%,-1%,0%
CCOC(=O)NN1C(=O)c2ccccc2NC1c1cccc(O)c1 (stereo not given),3%,0%,7%,2.8%,9%,10%,-6%,-2%
O=C1CC2c3ccccc3C1C1C(=O)N(CCc3ccccc3)C(=O)C21 (stereo not given),-1%,-2%,-13%,-3.1%,0%,7%,6%,-5%
COc1cccc(N2CCN(C(=O)c3ccc4c(Cl)c5c(nc4c3)CCCC5)CC2)c1,.,1%,-3%,-1.1%,.,.,0%,-22%
CC(C)n1cc(/C=C2/NC(=O)NC2=O)c2ccccc21,-6%,-2%,-10%,2.7%,?,-11%,-2%,-19%
COc1ccc(CCN(C)CC(=O)Nc2cc(C)nc3ccccc23)cc1OC,-5%,0%,-5%,-9.1%,10%,1%,4%,-17%
CCOC(=O)c1c(NC(=O)CN2CCOCC2)sc2c1CC(C)(C)OC2,-6%,1%,5%,5.5%,-6%,6%[7.67 µM],-21%,4%
CCN(c1cccc(C)c1)S(=O)(=O)c1cnc[nH]1,-1%,-4%,5%,0.0%,6%,-1%[46.1 µM],-5%,-5%
Cc1noc(Cn2c(=O)c3ccccc3n(CC(=O)Nc3cccc(Cl)c3C)c2=O)n1,.,0%,-10%,-0.1%,.,.,-9%,-8%
O=C(Cc1ccc(Br)cc1)N(Cc1ccccc1)c1ccccn1,-22%,-2%,1%,-4.2%,21%,-16%,-6%,-11%
O=C(Nc1ccc(Nc2ccccc2)cc1)N1CCOCC1,-9%,-2%,9%,-1.1%,-26%,?,-3%,-25%
CCCCOC(=O)c1cc(=O)[nH]c2ccccc12,2%,-1%,1%,0.0%,8%,-15%[46.1 µM],-11%,-6%
Cc1ccnc(N(C(=O)c2cccs2)C(=O)c2cccs2)c1,3%,-1%,5%,0.0%,16%,11%[46.1 µM],-7%,3%
O=C(NCC1CCCO1)c1ccc2c(c1)C(=O)N(C1CCCCC1)C2=O (stereo not given),6%,1%,6%,0.0%,2%,-13%[46.1 µM],-3%,-3%
COc1ccc(S(=O)(=O)Nc2ccc(S(=O)(=O)N3CCCC3)cc2)cc1,-6%,-1%,?,-4.4%,1%,3%[46.1 µM],-13%,-13%
O=c1cc(CN2CCOCC2)c2c(ccc3ccccc32)o1,6%,-1%,-12%,-1.1%,1%,?,10%,-9%
O=C(Nc1ncc(Cc2ccccc2)s1)C1=NCCN1,0%,-1%,-15%,0.0%,-7%,12%,6%,-7%
COc1ccc(CCNC(=O)CCCn2c(=O)c3ccccc3n(Cc3cccc(Cl)c3)c2=O)cc1OC,.,5%,-3%,-1.8%,.,.,8%,-11%
CCCCC1OC23CCCCC2C(C#N)(C#N)C1(C#N)C(=N)O3 (stereo not given),-10%,4%,7%,1.0%,-1%,13%,7%,1%
COc1c(OC(C)=O)ccc(/C=C/c2ccc3cccc(OC)c3n2)c1[N+](=O)[O-],-1%,-13%,-1%,1.0%,-20%,1%,-12%,?
C[C@H]1Cc2c(-c3ccccc3)nc3c(c2CO1)CN(S(=O)(=O)c1ccc2c(c1)OCCN2C)CC3,-15%[17.5 µM],-22%[11.2 µM],2%[11.6 µM],.,-20%[13.1 µM],.,7%[11.2 µM],8%[11.6 µM]
Cn1c(/C(C#N)=C/c2ccncc2)nc2ccccc21,-2%,-1%,-3%,-4.2%,3%,-5%,-15%,4%
C=C1C[C@H]2[C@@H]3C=C(C)C4=CC(=O)CC[C@]4(C)[C@H]3CC[C@]2(C)[C@@]1(OC(C)=O)C(C)=O,11%,-24%,.,.,14%,.,5%,.
CC(Sc1nnc2ccccn12)C(N)=O (stereo not given),-23%,2%,2%,1.2%,27%,11%,-9%,-4%
Cn1cccc1C(C#N)c1ccccc1C#N (stereo not given),-7%,1%,1%,-0.4%,-12%,2%,-7%,-1%
O=C(Nc1ccc(F)cc1)c1ccc(CSc2ccc(Cl)cc2)o1,2%,-1%,?,3.2%,29%,-4%,7%,?
CC(NC(=O)c1ccco1)C(=O)OCC(=O)c1ccc(Cl)s1 (stereo not given),4%,0%,-4%,-0.4%,2%,6%,-2%,-4%

# Copied from the list.
# Fc1ccc(-c2cc3ncc4c(n3n2)-c2cc(Cl)ccc2OC4)cc1 in Tau fluor counter has -16%
# CCC(C)Sc1nc(C)nc2c1c(=O)n(C)c(=O)n2C (stereo not given) in CBFb RUNX1 block has 2%
